High-throughput results as filed in PubChem BioAssay.
GLS inh: qHTS for Inhibitors of Glutaminase (GLS); AID 624170, 2012; Potency, µM (top dose mostly 45.5 µM), for the others: top-dose activity change, negative = inhibition, usual class: inhibitors; GLS enzymatic activity, qHTS titration; actives 0.21% (n = 410,000); Glutaminase kidney isoform, mitochondrial (Homo sapiens), O94925; also: potency is read from the fitted curve at half-maximal effect
Target sequence (O94925 whole entry, looked up, canonical isoform): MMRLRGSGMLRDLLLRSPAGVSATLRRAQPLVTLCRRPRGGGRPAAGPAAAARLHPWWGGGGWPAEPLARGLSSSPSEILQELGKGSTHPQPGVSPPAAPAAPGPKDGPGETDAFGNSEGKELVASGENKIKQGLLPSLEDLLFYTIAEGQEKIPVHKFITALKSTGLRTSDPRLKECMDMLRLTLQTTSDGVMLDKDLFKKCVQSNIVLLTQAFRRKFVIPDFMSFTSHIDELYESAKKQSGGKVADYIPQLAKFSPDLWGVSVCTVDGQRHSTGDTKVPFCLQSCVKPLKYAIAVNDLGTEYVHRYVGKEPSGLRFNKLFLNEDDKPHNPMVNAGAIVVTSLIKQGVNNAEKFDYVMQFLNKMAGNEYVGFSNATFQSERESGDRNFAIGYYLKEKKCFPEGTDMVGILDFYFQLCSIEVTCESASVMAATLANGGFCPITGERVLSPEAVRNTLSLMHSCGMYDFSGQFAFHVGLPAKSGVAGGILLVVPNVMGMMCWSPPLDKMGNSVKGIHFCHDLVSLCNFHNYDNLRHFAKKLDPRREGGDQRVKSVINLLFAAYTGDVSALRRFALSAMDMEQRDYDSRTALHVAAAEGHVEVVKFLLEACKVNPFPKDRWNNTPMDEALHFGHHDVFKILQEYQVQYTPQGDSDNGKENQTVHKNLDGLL
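Assay buffer: 45 mM KH2PO4 pH 8.2, 0.02% Tween-20. hKGA acts on L-glutamine (1 mM solution added); product glutamate is reported by an oxidase/peroxidase Amplex Red coupling, with fluorescence taken at baseline and 30 min.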
ALOX12 inh: Primary qHTS assay for inhibitors of human arachidonate 12S-lipoxygenase (ALOX12): Round 2. Polyunsaturated fatty acid lipoxygenase ALOX12 (Homo sapiens), P18054. purified 12hLO, xylenol orange hydroperoxide absorbance. Potency, µM (doses to about 108 µM), inactives show at the highest dose activity change, negative = inhibition, most hits filed as inhibitors. actives 1.1% (n = 580,000). AID 1671190, 2021; also: potency is read from the fitted curve at half-maximal effect
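Hydroperoxide product was detected by ferrous iron/xylenol orange as the 573 to 405 nm absorbance ratio. Arachidonic acid at 40 uM (final) was turned over for 30 min at room temperature by 150 nM human 12hLO, pH 7.0 Hepes buffer, after 15 min compound preincubation.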
PI4K2A inh: qHTS for small molecular inhibitors of PI4K2A; purified PI4K2A, ADP-Glo luminescence, 1 h; active compounds read low; activity change, negative = inhibition, % at 76.9 µM; Phosphatidylinositol 4-kinase type 2-alpha (Homo sapiens), Q9BTU6; actives 0.13% (n = 420,000); in the data active = activity change below about -50%; inconclusive = mostly about -30% to -49%;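 also: -100% = wells without enzyme as full effect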
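In this quantitative HTS, ADP production by PI4K2A was quantified luminescently after 1 h at ambient temperature; 100 microM adenosine served as plate-quality control.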
Active calls of the source: *; u = inconclusive; [ ] = another dose, or the depositor's remark. Unless noted, calls follow the shape of the dose curve; as a rule, active = well fitted inhibition curve with a large enough effect; inconclusive = small, poorly fitted or top-dose-only effect, or another doubt; inactive = no such curve, though single readings can be large or run the other way. Unless noted, % is scaled to controls: 0 for no effect and ±100 for the full control effect.

mol	GLS inh	ALOX12 inh	PI4K2A inh
O=C1c2ccccc2C(c2nnnn2Cc2ccccc2)N1CCCN1CCOCC1 (centres undefined)	8.0%	12.6%	-2.4
COc1ccccc1Cc1c(-c2ccco2)nc2ccc(Br)cn12	-21.3%	17.8µM*	-21.8
O=C1C(=Cc2ccccc2O)SC(=S)N1CCCN1CCOCC1	14.6%	u	-3.8
Cc1cccc(S(=O)(=O)NC(=O)C2(C)CCN2C(=O)c2cccc(F)c2)c1 (centres undefined)	-0.1%	-0.5%	2.8
CC(=O)Nc1cccc(NC(=O)C(=O)c2cn(CC(=O)N3CCCC3)c3ccccc23)c1	-4.0%	-2.8%	-3.4
CC[C@@H]1CCC[C@@H](O)[C@@H](C)C(=O)O[C@H](C)[C@@H](C)C/C=C(C)/C(OC)=C\C(=O)N(C)C([C@@H](C)CC)C(=O)N(C)[C@@H](C(C)C)C(=O)N(C)[C@@H](COC)C(=O)N2CCC[C@H]2C(=O)N(C)[C@@H](C(C)C)C(=O)N2CCC[C@H]2C(=O)O1 (some centres undefined)	-23.1%	-26.8%	3.5
COc1ccc(F)cc1-c1cc(NC=O)c2ncc(-c3cccc(C(F)(F)F)c3)n2c1	-8.0%	-9.8%	0.7
Cn1c(=O)n(C)c2cc(CNC(=O)[C@H]3O[C@@H](n4ccc(=O)[nH]c4=O)[C@H](O)[C@@H]3O)ccc21	2.1%	10.1%	-0.4
CCc1nc2ccc(C(=O)NC3CCN(Cc4ccccc4)CC3)cn2c1N(C)CCN1CCOCC1	37.1%[activator]	6.1%	-1.5
CC1Cc2[nH]c(=S)[nH]c(=O)c2C(c2ccc(F)cc2)O1 (centres undefined)	-12.2%	u	3.8
CSc1nc2c(=S)[nH]c(=S)[nH]c2s1	7.6%	14.1µM*	-3.2
Cc1ccc(C)c(C(O)c2ncc(-c3ccc(C(F)(F)F)cc3)[nH]2)c1 (centres undefined)	1.8%	8.3%	-11.0
Cc1cccc(-n2ncc3c2CCCC3NC(=O)c2cccs2)c1C (centres undefined)	-0.8%	-7.1%	0.5
CCCC(=O)N1CCCC1(C)C(=O)Nc1cccc(OC(C)C)c1 (centres undefined)	-0.1%	16.0%	-4.1
CSc1ccc(OC2(C)CCN(Cc3cc4ccccc4o3)C2)cc1 (centres undefined)	7.1%	u	5.1

Marked active in ALOX12 inh, among the entries above:
mol	GLS inh	ALOX12 inh	PI4K2A inh
COc1ccccc1Cc1c(-c2ccco2)nc2ccc(Br)cn12	-21.3%	17.8µM*	-21.8
CSc1nc2c(=S)[nH]c(=S)[nH]c2s1	7.6%	14.1µM*	-3.2

(continued)
mol	GLS inh	ALOX12 inh	PI4K2A inh
C[C@H](NC(=O)c1nc[nH]c1C(=O)NC[C@@H](C)O)c1ccccc1	5.6%	3.2%	-14.7
CC(C)C(N)c1csc(NC(=O)Nc2cccc(Cl)c2)n1 (centres undefined)	14.5%	-1.7%	-5.0
COc1cccc(C(=O)C(CCC#N)c2ccccc2)c1 (centres undefined)	-1.2%	-21.3%	0.4
Cc1cccc(N2CCN(C(=O)c3[nH]c(C(F)(F)F)nc3-c3ccccc3)CC2)c1C	15.2%	-3.8%	-5.0
CCN(CC)C(=O)c1cccc(-c2csc(C(O)c3ccc(F)c(F)c3)n2)c1 (centres undefined)	2.0%	8.4%	-5.5
CCC(CC)C(=O)N(C)c1c(C)nc2c(OCC(=O)C(C)(C)C)cccn12	0.5%	-6.6%	4.8
CCOC(=O)[C@]12CCC=C1N(Cc1ccccc1)C(=O)[C@H](CC(=O)NCc1cccc(C(F)(F)F)c1)C2	5.0%	5.9%	1.0
OC[C@@H]1CN(Cc2ccc3c(c2)OCO3)C[C@H](n2cnc3c(N4CCCC4)ncnc32)O1	6.6%	-0.9%	-0.1
CCCCOCCCNC(=O)C[C@@H]1C[C@@]2(C(=O)OCC)CCCC=C2N(Cc2ccc(Cl)cc2Cl)C1=O	12.5%	3.2%	-0.2
CC(=NNC(=S)Nc1ccccc1)c1ccccn1	28.7%	u	1.9
COc1cccc(S(=O)(=O)N(C)C[C@H]2Oc3ncc(Br)cc3C(=O)N([C@H](C)CO)C[C@H]2C)c1	1.3%	-28.2%	-5.6
C[C@H](NC(=O)c1ncn2c1C(=O)N(C)CC2)C(=O)OC(C)(C)C	-1.0%	u	4.6
Cc1cccc(S(=O)(=O)NC(=O)C2(C)CCN2C(=O)Cc2cccs2)c1 (centres undefined)	7.2%	-28.0%	-4.9
O=C(Nc1ccc(Cl)cc1)c1csc(COCCO)n1	-3.1%	1.0%	3.0
COc1ccc(NC(=O)N(C)[C@H]2C[C@H]3c4[nH]c5ccc(-c6ccc7c(c6)OCO7)cc5c4CCN3C[C@H]2[C@H](C)O)cc1	11.5%	u	-2.2

Overlap with the part before: three compounds, then new ones.
mol	GLS inh	ALOX12 inh	PI4K2A inh
Cc1cccc(S(=O)(=O)NC(=O)C2(C)CCN2C(=O)Cc2cccs2)c1 (centres undefined)	7.2%	-28.0%	-4.9
O=C(Nc1ccc(Cl)cc1)c1csc(COCCO)n1	-3.1%	1.0%	3.0
COc1ccc(NC(=O)N(C)[C@H]2C[C@H]3c4[nH]c5ccc(-c6ccc7c(c6)OCO7)cc5c4CCN3C[C@H]2[C@H](C)O)cc1	11.5%	u	-2.2
CCOC(=O)c1ccc(NC(=O)Nc2nncs2)cc1	-0.6%	8.8%	-0.8
CCOC(=O)[C@]12CCCC=C1N(Cc1ccco1)C(=O)[C@H](CC(=O)NCC13CC4CC(CC(C4)C1)C3)C2	-23.0%	u	4.9
COc1cc(-c2cc(NC(C)=O)c3ncc(-c4ccccc4)n3c2)cc(OC)c1OC	5.3%	u	-10.7
CC1(C(=O)Nc2cccc(Oc3ccccc3)c2)CCN1Cc1ccccc1Cl (centres undefined)	-5.6%	-21.4%	-0.3
CCCS(=O)(=O)NC(=O)C1(C)CCCN(C(=O)c2ccc(C(F)(F)F)nc2C)C1 (centres undefined)	5.2%	-0.5%	-0.5
OC(c1ccc(F)cc1)c1ncc(-c2ccccc2F)[nH]1 (centres undefined)	-0.8%	0.0%	-0.7
COC(=O)CCC(C)C1CCC2C3C(OC(C)=O)CC4CC(O)CCC4(C)C3CC(O)C12C (centres undefined)	-2.8%	2.7%	-4.5
Nc1ccccc1C(=O)NN=Cc1cccnc1	2.5%	-20.7%	-4.2
COc1cc(CNc2ncnc3c2ncn3[C@H]2CN(Cc3cccc4ccccc34)C[C@@H](CO)O2)cc(OC)c1OC	3.6%	4.3%	-2.4
COc1ccc(S(=O)(=O)N(C)C[C@@H]2OCc3cnnn3CCCC(=O)N([C@H](C)CO)C[C@H]2C)cc1	8.9%	4.9%	-4.4
CCCc1c(-c2cccc(Cl)c2)ncn1Cc1ccccc1OC	9.7%	u	-3.5
COc1cccc(NC(=O)CN(C)C(=O)/C=C/c2ccc(S(=O)(=O)N3CCCCCC3)cc2)c1	-12.3%	-11.8%	3.8
O=c1c2ccccc2nc2n1CCc1ccc(Br)cc1-2	8.3%	-0.6%	5.1
O=C1C(=O)c2cccnc2-c2ncccc21	-14.9%	3.98µM*	-73.8*
CC1(C)CC(=O)C=C(c2ccc(-c3ccc(S(C)(=O)=O)cc3)cc2)C1=O	-7.4%	u	8.7

In the list so far, 3 have two or more sulfur atoms.
mol	GLS inh	ALOX12 inh	PI4K2A inh
O=C1C(=Cc2ccccc2O)SC(=S)N1CCCN1CCOCC1	14.6%	u	-3.8
CSc1nc2c(=S)[nH]c(=S)[nH]c2s1	7.6%	14.1µM*	-3.2
Cc1cccc(S(=O)(=O)NC(=O)C2(C)CCN2C(=O)Cc2cccs2)c1 (centres undefined)	7.2%	-28.0%	-4.9

Additional results follow.
Under each structure: GLS inh	ALOX12 inh	PI4K2A inh
> CCCNC(=O)C1(C)CCN(C(=O)c2cc(C(C)(C)C)nn2C)C1 (centres undefined)
→ -0.8%	0.1%	-6.5
> O=C(NCc1ccccc1)c1cc(C2COCCN2C(=O)CCc2ccccc2)on1 (centres undefined)
→ 0.7%	13.1%	0.7
> Cc1cc(C(=O)CCC(=O)N(C)CC2COc3ccccc3O2)c(C)s1 (centres undefined)
→ 1.7%	-4.1%	-1.0
> C[C@H]1CN([C@@H](C)CO)C(=O)CCCn2nncc2CO[C@H]1CN(C)C(=O)c1ccccc1
→ 2.1%	u	1.3
> O=C(COC(=O)/C=C/c1cccc(C(F)(F)F)c1)Nc1cccc(S(=O)(=O)NC2=NCCC2)c1
→ -2.5%	-14.6%	-1.7
> Cn1ccc2c(-c3ccc(F)nc3)cc3c(c21)C1CCC3O1 (centres undefined)
→ -4.2%	u	-0.4
> COc1ccccc1NC(=O)c1ccccc1SCC(=O)N1CCCC1
→ 0.9%	u	-1.2
> COC(=O)CCN1CCC2CC1c1cc(N3CCCCC3)ccc12 (centres undefined)
→ 26.4%	-8.4%	1.6
> CCCCNC(=O)C1c2ccccc2OCC(=O)N1Cc1ccc2c(c1)OCO2 (centres undefined)
→ 1.7%	u	-1.8
> COC(=O)c1cc([N+](=O)[O-])c(C)c(C)n1
→ -2.2%	4.9%	7.6
> COCCCNc1ccn2nc(-c3ccc(CC(C)C)cc3)cc2n1
→ -3.8%	u	0.0
> O=C(O)c1ccc(S(=O)(=O)N2CCCCCCC2)cc1
→ 4.1%	-5.4%	-3.6
> OC(c1cccc(Cl)c1)c1ncc(-c2cccc3ccccc23)[nH]1 (centres undefined)
→ 3.2%	-20.8%	-5.3
> CN(C)CCNc1ncnc2c1ncn2[C@H]1CN(Cc2ccc3c(c2)OCO3)C[C@@H](CO)O1
→ -6.7%	1.5%	-5.8
> C#CCNC(=O)C[C@@H]1C[C@@]2(C(=O)OCC)CCC=C2N(Cc2cccc3ccccc23)C1=O
→ -12.5%	-6.1%	2.9

Further entries follow.
Under each structure: GLS inh	ALOX12 inh	PI4K2A inh
> CCN1C(=O)[C@H]2[C@@H](c3ccc(C(F)(F)F)cc3)N[C@]3(CCCN(Cc4ccc(F)cc4)C3=O)[C@H]2C1=O
→ 2.9%	-14.5%	6.7
> CC(C)CC1C(=O)N(Cc2cn(CCC3OCCCO3)nn2)CCS(=O)(=O)N1Cc1ccc(-c2ccc(Cl)nc2)cc1 (centres undefined)
→ -8.4%	-0.1%	-5.3
> Cc1ccc(-c2c(C(=O)c3ccc(Br)cc3)[nH]c(N)c2C(=O)NCc2ccc(Cl)cc2)cc1
→ 5.1%	u	0.8
> C[C@@H]1CCCCO[C@H](CN(C)C(=O)c2ccccc2)[C@@H](C)CN([C@H](C)CO)C(=O)c2cc(NC(=O)NC3CCCCC3)ccc2O1
→ -5.3%	-6.8%	-2.0
> CSc1ccc(CN2CCC(C)(Oc3ccccc3C)C2)cc1 (centres undefined)
→ 17.1%	-1.4%	-2.5
> O=C(c1ccccc1F)N1CCC2CC1c1cc(-c3ccc4c(c3)OCO4)ccc12 (centres undefined)
→ 11.8%	-12.1%	4.6
> Nc1ncnc2c1ncn2[C@@H]1O[C@H](C(=O)N(CCC2=CCCCC2)CC2CC2)[C@@H](O)[C@H]1O
→ -11.8%	1.0%	-3.5
> CCOC(=O)[C@]12CCC=C1N(Cc1ccc(Cl)cc1Cl)C(=O)[C@H](CC(=O)NCC1CCCCC1)C2
→ 3.0%	-18.6%	-2.7
> CN(CC(=O)Nc1ccc(Cl)c(Cl)c1)CC(=O)N1CCc2ccccc21
→ -6.2%	-6.8%	6.5
> O=C(NC(c1ccccc1)c1ccc2ccccc2n1)C1CCN(Cc2ccc(Cl)c(Cl)c2)CC1 (centres undefined)
→ 0.0%	-23.2%	-3.7
> CS(=O)(=O)Nc1cccc(-c2cc(NC=O)c3ncc(-c4ccc(F)c(Cl)c4)n3c2)c1
→ -5.1%	u	0.0
> O=C(Nc1cccc(C(F)(F)F)c1)C1Cc2c(-c3ccc(Cl)cc3)ccnc2O1 (centres undefined)
→ -0.4%	u	-2.1
> CCOC(=O)C1(C)CCCN(C(=O)c2c(-c3ccccc3)noc2C)C1 (centres undefined)
→ -2.5%	-4.6%	0.9
> O=C(Nc1ccc(C(=O)N2CCCC2)cc1)c1cc(F)c(F)cc1Cl
→ -4.2%	-8.1%	7.8
> c1ccc(CNc2nc(Oc3ccncc3)c3sccc3n2)cc1
→ 7.0%	u	-4.7

The list is partial; the hit share may differ from the screen's.
